PI5P4Ka inh: PI5P4K alpha (human) kinase inhibition; P48426; PI5P4Kalpha enzyme, ADP-Glo luminescence, 60 min; stronger effect = lower value; max response, %; actives 1.2% (n = 330,000); active = max response of -50% or lower; inconclusive = between -30% and -50%; inactive = -30% or higher; note: value at the top dose of about 77 µM; % is set by controls: 0 for no effect and ±100 for the full control effect
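Luminescence from ADP-Glo served as readout of PI5P4Kalpha activity in a qHTS format. Reaction: enzyme, substrate, compound, ATP at 5 microM final, 60 min at RT.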
EPAC2 antag: EPAC2 (human) antagonism; EPAC2 GEF exchange of Rap1B-BODIPY-GDP, fluorescence; Potency, µM (highest dose often 114 µM), for inactives: top-dose activity, negative = inhibition, actives largely listed as inhibitors; actives 0.18% (n = 360,000); note: potency is the fitted concentration of half-maximal effect; % is set by controls: 0 for no effect and ±100 for the full control effect; nearly all actives have a fitted effect of over 45% in size; many of its hits are not listed in these tables
Target sequence (Q8WZA2 whole entry, looked up): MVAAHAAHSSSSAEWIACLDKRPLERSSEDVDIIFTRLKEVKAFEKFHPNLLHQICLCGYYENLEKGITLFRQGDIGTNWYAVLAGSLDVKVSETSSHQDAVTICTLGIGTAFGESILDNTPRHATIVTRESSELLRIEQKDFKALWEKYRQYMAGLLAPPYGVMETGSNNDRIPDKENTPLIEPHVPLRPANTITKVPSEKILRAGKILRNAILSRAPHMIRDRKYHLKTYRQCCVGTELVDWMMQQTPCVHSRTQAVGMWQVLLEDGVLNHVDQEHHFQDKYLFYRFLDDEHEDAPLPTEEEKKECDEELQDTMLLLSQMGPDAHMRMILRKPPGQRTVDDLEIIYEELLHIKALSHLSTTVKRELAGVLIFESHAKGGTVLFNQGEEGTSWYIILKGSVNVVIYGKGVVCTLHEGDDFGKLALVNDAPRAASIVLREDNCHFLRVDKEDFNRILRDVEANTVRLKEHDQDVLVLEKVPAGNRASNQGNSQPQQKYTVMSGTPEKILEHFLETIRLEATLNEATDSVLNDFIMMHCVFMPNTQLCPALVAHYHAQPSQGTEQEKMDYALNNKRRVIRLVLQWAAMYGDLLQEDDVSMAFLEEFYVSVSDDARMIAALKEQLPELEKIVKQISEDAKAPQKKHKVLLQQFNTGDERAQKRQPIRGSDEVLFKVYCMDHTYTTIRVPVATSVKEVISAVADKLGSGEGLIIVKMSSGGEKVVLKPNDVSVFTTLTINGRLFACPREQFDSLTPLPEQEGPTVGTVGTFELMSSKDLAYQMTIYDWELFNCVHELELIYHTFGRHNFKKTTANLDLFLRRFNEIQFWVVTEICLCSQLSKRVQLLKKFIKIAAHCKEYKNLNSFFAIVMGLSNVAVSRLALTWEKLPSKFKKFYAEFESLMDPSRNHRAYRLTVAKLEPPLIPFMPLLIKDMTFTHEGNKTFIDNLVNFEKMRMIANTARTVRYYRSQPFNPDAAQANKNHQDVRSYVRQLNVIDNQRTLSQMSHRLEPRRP
CCT modulator: cytosolic chaperonin activity modulation. purified chaperonin ATPase assay, HTRF ADP detection, 30 min. activity change, % (test concentration not listed), hits read low. actives 0.3% (n = 360,000). AID 651819; in the data active = activity change below about -30%; note: % is set by controls: 0 for no effect and ±100 for the full control effect
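Nucleotide hydrolysis assay: TRiC at 20–40 nM final (set by batch activity) with 10 uM ATP, 30 min at 37 °C, in presence of 76 uM compound. Detection by competitive ADP HTRF, 30 min ambient.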
MmCpn inh: M. maripaludis TRiC chaperonin inhibition | Potency, µM (top dose mostly 76.9 µM), inactives show top-dose activity, negative = inhibition, usual class: inhibitors | actives 0.031% (n = 330,000) | purified Mm-Cpn ATPase, ADP Transcreener TR-FRET | AID 504842; note: potency is the fitted concentration of half-maximal effect; % is set by controls: 0 for no effect and ±100 for the full control effect; nearly all actives have a fitted effect of over 80% in size
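Inhibition of chaperonin ATP hydrolysis is measured as reduced ADP production, detected by competitive TR-FRET in which signal falls with ADP. Final enzyme 25 nM and ATP 10 uM, reacted 30 min at 37°C.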
EPAC1 agonist: EPAC1 (human) agonism; actives 0.073% (n = 360,000); EPAC1 agonist qHTS, biochemical assay; response scale: 100% = response to 6.5 mM cAMP; Potency, µM (titrated, usually from 154 µM), inactives show at the top dose activation, hits mostly activators; AID 720707; O95398; note: potency is the fitted concentration of half-maximal effect; nearly all actives have a fitted effect of over 60% in size
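Nucleotide exchange assay: 100 nM EPAC1 with 250 nM Rap1B loaded with BODIPY-GDP and 50 uM GDP, room temperature. Fluorescence (480/540 nm) read every 5 min for 30 min; signal change normalized to 6.5 mM cAMP as full agonist.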
EPAC1 antag: antagonists of human EPAC1. O95398. EPAC1 GEF assay, Rap1b-BODIPY-GDP exchange fluorescence. Potency, µM (top dose mostly 115 µM), without a hit: top-dose activity change, negative = inhibition, actives largely listed as inhibitors. actives 0.14% (n = 360,000). AID 720709;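 note: potency is the fitted concentration of half-maximal effect; plate controls were vehicle for no effect and positive control for full effect; nearly all actives have a fitted effect of over 50% in size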
PLK1 PBD block: inhibitors of human PLK1 polo-box domain binding; Potency, µM, for inactives: max response, negative = inhibition, most hits filed as inhibitors; AID 720504; Plk1 PBD binding of FITC phosphopeptide, fluorescence polarization; actives 2.8% (n = 360,000); P53350; note: potency is the fitted concentration of half-maximal effect; series mostly up to about 57 µM; % is set by controls: 0 for no effect and ±100 for the full control effect; nearly all actives have a fitted effect of over 65% in size
WRN inhibitor: inhibitors of human WRN helicase; WRN helicase unwinding, fluorescent forked duplex, kinetic; AID 651768; Potency, µM (top dose mostly 114 µM), for inactives: at the highest dose activity change, negative = inhibition, usual class: inhibitors; Q14191; actives 0.46% (n = 360,000); note: potency is the fitted concentration of half-maximal effect; % is set by controls: 0 for no effect and ±100 for the full control effect; nearly all actives have a fitted effect of over 55% in size
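Kinetic red-fluorescence monitoring (525/598 nm) tracks WRN helicase activity after 100 nM fluorophore-quencher forked duplex and 2 mM ATP are added to 20 nM enzyme pretreated 15 min at room temperature with compound.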
Active calls of the source: *; ? = inconclusive; / = not tested or not shown; [ ] = dose if it differs, or a comment. Unless noted, calls come from the whole dose curve; as a rule, active = well fitted curve in the direction sought with a large enough effect; inconclusive = small, poorly fitted or top-dose-only effect, or another doubt; inactive = no such curve, though single readings can be large; an effect the other way counts as inactive or inconclusive.

SMILES | PI5P4Ka inh | EPAC2 antag | CCT modulator | MmCpn inh | EPAC1 agonist | EPAC1 antag | PLK1 PBD block | WRN inhibitor
COc1cccc(C2C(C(=O)c3cc4ccccc4o3)=C(O)C(=O)N2CCN2CCOCC2)c1 (stereo not given) | 4 | 0% | -1.9 | -21% | -5% | -26% | -19% | 1%
CCOc1cc(S(=O)(=O)NCC2CCCO2)ccc1F (stereo not given) | -3 | 4% | -0.6 | -2% | 3% | -8% | 2% | 8%
O=[N+]([O-])c1ccccc1OCC(O)CN1CCN(CC(O)COc2ccccc2[N+](=O)[O-])CC1 (stereo not given) | 0 | -8% | -3.7 | -1% | -6% | -1% | 8% | 1%
O=c1[nH]c2ccc(NC(=S)Nc3ccccc3)cc2[nH]1 | -2 | -1% | 1.2 | -4% | -5% | 2% | ? | 0%
CSc1ccc(S(=O)(=O)N2CCC(C(=O)NCc3ccco3)CC2)cc1 | 1 | -1% | 1.4 | 1% | 13% | -18% | -7% | -14%
COC(=O)/C=C1\N/C(=N\c2nc(C)cc(C)n2)N(c2ccc(C)cc2)C1=O | -2 | -2%[57.1 µM] | -3.7 | 1% | -13% | -1% | -11% | -2%
Nc1nc(CN2CCN(C(c3ccccc3)c3ccccc3)CC2)nc(Nc2ccccc2)n1 | 4 | -12% | -4.0 | 0% | 12% | -13% | 3% | -8%
O=C(c1ccc(S(=O)(=O)N2CCCCCC2)cc1)N1CCN(c2ccccc2F)CC1 | 18 | 7% | -2.1 | / | -10% | 2% | -4% | -28%
N#CCC(=O)Nc1ccc(C(=O)NNC(=O)CCN2CCN(c3ccccc3)CC2)cc1 | -6 | 3% | -0.5 | 0% | 9% | -27% | -2% | 11%
CCCn1c(=O)[nH]c(=O)c2c1nc(-c1cc([N+](=O)[O-])ccc1Cl)n2CCOC | 5 | -9% | -4.1 | 1% | -5% | -1% | -10% | 0%
CCCCn1c(N)c(N(CC(C)C)C(=O)c2ccc(C)o2)c(=O)[nH]c1=O | -1 | 8% | -3.0 | 0% | 12% | 7% | -1% | -2%
O=C(Nc1ccsc1C(=O)NC1CC1)c1ccccc1 | -7 | 7% | 0.2 | -2% | -14% | -5% | -3% | -2%
N#CCC(=O)N/N=C/c1cn(Cc2ccccc2C#N)c2ccccc12 | 2 | 2% | 1.0 | 1% | 7% | -7% | -2% | 1%
Cc1ccc(N(C)C(=O)N2CCN(S(=O)(=O)c3c(C)cc(C)cc3C)CC2)cc1 | 3 | -4% | -1.2 | -3% | -1% | -8% | -5% | 2%
CC(C)CN(C(=O)c1ccc2c(c1)OCO2)C1CCS(=O)(=O)C1 (stereo not given) | 1 | 1% | -0.3 | 1% | 6% | 7% | 6% | 6%
CN1CCN(CC(=O)Nc2ccc(S(=O)(=O)N(C)C)cc2)CC1 | -7 | 1% | -0.9 | 0% | 1% | 1% | 1% | 8%
COc1ccc2nc(NC(=O)CSc3ccccc3)sc2c1 | -7 | -6% | -3.8 | -5% | 17% | -5% | -27% | -20%
CCOc1cc(CNC(CC)CO)ccc1OCC(=O)Nc1cccc(C(F)(F)F)c1 (stereo not given) | -7 | 5% | -3.8 | -4% | -3% | -13% | 2% | 8%
COc1cc(CC(C#N)(CO)c2nc3ccccc3[nH]2)ccc1OC(F)F (stereo not given) | 8 | -5% | 1.4 | 0% | 8% | 7% | 0% | 1%
CCOC(=O)C1CCN(C(=O)c2cc(S(=O)(=O)N3CCc4ccccc43)ccc2OC)CC1 | 3 | -3% | -0.8 | 1% | 2% | 5% | -7% | -2%
Cn1c(=O)c2c(nc(N3CCCCCC3)n2CC(O)COc2ccccc2)n(C)c1=O (stereo not given) | ? | -2% | -2.4 | 1% | -2% | 3% | 3µM* | 4%
COc1ccc(N2CCN(C(CNC(=O)OCc3ccccc3)c3ccco3)CC2)cc1 (stereo not given) | -5 | -3% | -3.2 | 1% | 7% | ? | -7% | -5%
COc1ccc(-n2nc(C(=O)NCC(=O)NCc3ccco3)c3ccccc3c2=O)c(OC)c1 | / | 5% | -0.4 | 1% | 5% | -1% | -3% | -4%
O=C(CS(=O)(=O)c1cn(Cc2ccc(F)cc2)c2ccccc12)N1CCCCC1 | 1 | -1% | -2.2 | 0% | -3% | -4% | -9% | -2%
CN(Cc1ccc(F)cc1)C(=O)C(Cc1ccccc1)NC(=O)c1ccccc1 (stereo not given) | 6 | -4% | -2.3 | -1% | -5% | 2% | -2% | 2%

For reference, four of the compounds above.
SMILES | PI5P4Ka inh | EPAC2 antag | CCT modulator | MmCpn inh | EPAC1 agonist | EPAC1 antag | PLK1 PBD block | WRN inhibitor
CN1CCN(CC(=O)Nc2ccc(S(=O)(=O)N(C)C)cc2)CC1 | -7 | 1% | -0.9 | 0% | 1% | 1% | 1% | 8%
COc1ccc2nc(NC(=O)CSc3ccccc3)sc2c1 | -7 | -6% | -3.8 | -5% | 17% | -5% | -27% | -20%
CCOc1cc(CNC(CC)CO)ccc1OCC(=O)Nc1cccc(C(F)(F)F)c1 (stereo not given) | -7 | 5% | -3.8 | -4% | -3% | -13% | 2% | 8%
COc1cc(CC(C#N)(CO)c2nc3ccccc3[nH]2)ccc1OC(F)F (stereo not given) | 8 | -5% | 1.4 | 0% | 8% | 7% | 0% | 1%

Shown as a hit in PLK1 PBD block (from the list above):
compound,PI5P4Ka inh,EPAC2 antag,CCT modulator,MmCpn inh,EPAC1 antag,PLK1 PBD block,WRN inhibitor
Cn1c(=O)c2c(nc(N3CCCCCC3)n2CC(O)COc2ccccc2)n(C)c1=O (stereo not given),?,-2%,-2.4,1%,3%,3µM*,4%

Following part
SMILES | PI5P4Ka inh | EPAC2 antag | CCT modulator | MmCpn inh | EPAC1 agonist | EPAC1 antag | PLK1 PBD block | WRN inhibitor
O=c1c(OCc2ccccc2)cccn1Cc1ccccc1 | 2 | -5% | -2.0 | / | 5% | 0% | -10% | 0%
COC(=O)C1CCN(S(=O)(=O)c2cn(C)c(=O)n(C)c2=O)CC1 | 2 | -6% | -1.6 | -1% | -4% | 19% | -3% | 0%
COC(=O)c1ccc(CC(=O)c2ccc(O)cc2O)o1 | -5 | 2% | -1.5 | -1% | 20% | 0% | 5% | -20%
CCOC(=O)C(NC(C)=O)(Nc1ccc(S(=O)(=O)Nc2cc(C)nc(C)n2)cc1)C(F)(F)F (stereo not given) | 2 | 8% | -1.3 | 2% | -2% | -10% | -10% | -4%
CCOc1ccc(-n2c(SCc3ccc(C#N)cc3)nnc2-c2cccnc2)cc1 | 6 | 6% | 2.3 | -1% | 3% | 8% | -12% | -2%
O=C(/C=C/c1ccco1)NCC(=O)N/N=C/c1ccc([N+](=O)[O-])cc1 | -60* | 1%[57.1 µM] | 0.6 | -1% | 3% | -20% | 11µM* | -4%[11.6 µM]
CCCCc1c(-c2cccc(Br)c2)ncn1CCc1ccccc1OC | 16 | ? | -1.1 | / | -9% | -14% | 0% | -6%
CCOC(=O)C1CCN(C(=O)c2ccc3c(=O)n4nc(Nc5ccccc5CC)sc4nc3c2)CC1 | -7 | 6% | 3.3 | / | 0% | 4% | -2% | 17%
O=C(O)C1=NN(c2c(F)c(F)cc(F)c2F)C(=O)CC1 | -7 | 6% | 0.8 | -23% | 10% | 16% | 1% | 5%[57.1 µM]
Cc1nn(CC(=O)NCC2CCCO2)c(C)c1[N+](=O)[O-] (stereo not given) | 6 | -3% | -0.9 | 0% | 8% | 7% | -12% | -5%
NS(=O)(=O)c1ccc(CCNC(=O)C2CCN(S(=O)(=O)c3ccc(Br)s3)CC2)cc1 | 0 | -10% | 0.4 | -1% | 10% | -15% | -9% | -5%
O=C(COC(=O)Cc1c(Cl)cccc1Cl)NC1CCCC1 | 1 | 8% | -2.9 | 1% | -2% | -9% | 3% | -4%
CCOC(=O)C(C(=O)c1ccccc1)C(c1ccccc1)c1nccc2ccccc12 (stereo not given) | -6 | 2% | 1.1 | / | -3% | -15% | 3% | 2%
CC(/C=N/NC(=O)CSc1n[nH]c(=O)[nH]c1=O)=C\c1ccccc1 | -18 | 2% | -1.0 | 0% | -1% | 9% | 1% | -7%
C=CCn1c(SCC(=O)N2CCN(c3ccccc3)CC2)nc2c([nH]c3ccccc32)c1=O | 2 | -5% | -15 | 0% | 6% | -3% | 1% | 5%
CCCC1(c2ccccc2)NC(=O)N(CC(=O)NCc2ccc(OC)cc2)C1=O (stereo not given) | -1 | -3% | 0.4 | -2% | -5% | -11% | 1% | -8%
Cc1ccc(NC(=O)COC(=O)CN2C(=O)C3CCCCC3C2=O)cc1C (stereo not given) | 5 | 11% | 3.6 | 1% | -6% | -2% | 4% | 6%
O=C(c1ccc(CNc2c(NC3CCCCC3)c(=O)c2=O)cc1)N1CCc2ccccc21 | -3 | 4% | 0.9 | -25% | -5% | -4% | 5% | -1%
Cc1cc(=O)oc2cc(OCC(=O)NC(Cc3c[nH]c4ccc(O)cc34)C(=O)O)c(Cl)cc12 (stereo not given) | -4 | -10% | -4.0 | -2% | -19% | -7% | -4% | -12%
CCn1c(CNc2ccc(C)cc2)nnc1SCC(=O)NCc1ccccc1 | / | 18% | -0.9 | -2% | -1% | 12% | -10% | -7%
CCN(Cc1nc2ccccc2c(=O)[nH]1)C(=O)c1cccc(OCc2c(C)noc2C)c1 | -6 | 5% | 1.6 | -3% | 8% | 19% | -3% | 14%
COc1ccc(N(Cc2cc3cccc(C)c3[nH]c2=O)S(=O)(=O)c2ccc(OC)cc2)cc1 | -4 | -1% | -0.9 | 0% | 3% | -24% | 3% | 2%
CCOC(=O)c1c(-c2ccccc2)csc1NC(=O)CCN1CCOCC1 | 15 | -4% | -1.4 | 0% | 2% | -7% | -2% | -11%
CCOc1ccc(CCN2C(=S)N([C@@H](CC(C)C)CN3CCC[C@@H]3CN3C(=S)NC[C@@H]3CC(C)C)C[C@@H]2CC(C)C)cc1 | 9 | 6% | 0.3 | / | -11% | -16% | -6% | -16%
CCCCn1nnnc1NCc1cccc(OC)c1OC | / | -2% | -1.1 | 0% | 7% | 23% | -11% | 6%
COc1cc(C(=O)NNC(=S)NC(=O)c2ccc(F)cc2)cc(OC)c1OC | 0 | -9% | 1.4 | 1% | 3% | -3% | -26% | 2%
CSc1nc(-c2ccccc2)nn1C(=O)c1ccco1 | 2 | 5% | -1.2 | -1% | 3% | -1% | -7% | -1%
CC(NC(=O)CCNC(=O)c1ccccc1Cl)c1ccc(-n2ccnc2)cc1 (stereo not given) | 2 | 2% | -2.7 | 0% | 6% | 11% | 3% | 1%
Cc1ccc2c(n1)sc1c(N)ncnc12 | 3 | -5% | -0.6 | -2% | 0% | -3% | 0% | -11%

Screening results: PubChem, National Center for Advancing Translational Sciences (NCATS)

Some of the compounds tested (hit frequency here may not be typical).
